From PubChem
HCV NS3 hel inh – inhibitors of Hepatitis C virus NS3 helicase | 290,000 tested, 0.56% active | inhibition, % at 10.9 µM | NS3 helicase DNA unwinding, Cy5 molecular beacon fluorescence | AID 1800;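 active = inhibition above the mean of all tested compounds plus 3 SD, set per campaign, cut at about 35% in these data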;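 note: 0% = DMSO wells and 100% = thioflavine S control wells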
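Test system: hepatitis C virus NS3 helicase domain fragment enzyme. Also added: annealed dual-labelled DNA beacon duplex, ATP-started. Timing: 60 min unwinding reaction at 25 °C after ATP addition. Technique: Cy5 fluorescence. Measure: % inhibition of unwinding.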
IMP-1 inh – blocks Pseudomonas aeruginosa IMP-1 metallo-beta-lactamase. AID 1556. inhibition, % at 5.6 µM. 290,000 tested, 0.45% active. purified IMP-1, nitrocefin hydrolysis, epi-absorbance fluorescence;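 active = inhibition above the mean plus 3 SD of all compounds in the same screening run, cut at about 4.5% in these data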;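 note: 0% = IMP-1 with DMSO and 100% = DMSO wells lacking enzyme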
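Material – recombinant IMP-1 enzyme, purified · Amount – IMP-1 0.2 nM before substrate addition · Medium – HEPES buffer pH 7.1 with ZnSO4 and Brij 35 · Timing – 25 °C, 15 min preincubation, 25 min reaction · Measured by – plate fluorescence quenching by hydrolysis product, ex 480/em 530 nm · Read-out – percent enzyme inhibition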
VIM-2 inhibitor – inhibitors of Pseudomonas aeruginosa VIM-2 metallo-beta-lactamase; purified VIM-2, nitrocefin hydrolysis, epi-absorbance fluorescence; inhibition, % at 5.6 µM; 290,000 tested, 0.89% active;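 active = inhibition above the mean of all tested compounds plus 3 SD, cutoff set per screening run, cut at about 7.5% in these data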;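 note: red hydrolysis product quenches plate fluorescence so inhibitors raise well fluorescence; 0% = enzyme with DMSO and 100% = DMSO without enzyme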
UBC9 SUMO inh – blocks human SUMOylation mediated by UBC9; P63279; HTRF SUMOylation assay, SAE1/SAE2 + UBC9, in vitro; inhibition, % at 35 µM; 290,000 tested, 0.36% active; in the data active = inhibition above about 50%, passing the limit was not always enough; inconclusive = no clear call, values can overlap the other calls; note: strong numbers were not always called active
CRFR2-BP antag – CRF-BP/CRF-R2 complex antagonism | inhibition, % at 11.8 µM | 350,000 tested, 0.59% active | HEK293 CRF-R2/CRF-BP, CRF-induced calcium fluorescence | AID 588475;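 active = inhibition of the ligand-induced calcium signal above about 50% at the single tested concentration, limit read from the data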
GalR3 antagonist – human GalR3 antagonism | O60755 | HEK293 GalR3-CNG cAMP membrane potential fluorescence; galR3 body fused to GalR1 C-terminus | inhibition, % at 3 µM | 360,000 tested, 0.44% active | AID 651719;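 active = inhibition above the screen-wide average plus 3 SD, cut at about 13% in these data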;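 note: forskolin and galanin both at EC90 stimulate the cells; cAMP rise reported by CNG channel membrane potential dye signal; 0% = forskolin plus galanin with DMSO and 100% = forskolin alone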
IDE cell activ – activators of human insulin-degrading enzyme in cells; P14735; HEK cells, FAbeta-B cleavage, fluorescence polarization; 0% vehicle, 100% cell-free pure enzyme wells; activation, % at 5.96 µM; 340,000 tested, 0.073% active;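 active = activation above the mean of all tested compounds plus 3 SD, set per screening campaign, cut at about 17% in these data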
p-CIP stab down – compounds decreasing mouse p/CIP protein stability; F442A p/CIP-EGFP cells, EGFP fluorescence, 16 h; 290,000 tested, 0.01% active; Q05BA5; decrease of EGFP signal, % at 10 µM;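 active = EGFP signal decrease of at least 30% at 10 µM or well 3 SD below plate mean, unless failing retest; inactive = the rest, including hits failing retest or dose response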; note: some compounds called inactive have numbers as strong as hits; many of its hits are not listed in these tables
Target sequence (Q05BA5 1-1403): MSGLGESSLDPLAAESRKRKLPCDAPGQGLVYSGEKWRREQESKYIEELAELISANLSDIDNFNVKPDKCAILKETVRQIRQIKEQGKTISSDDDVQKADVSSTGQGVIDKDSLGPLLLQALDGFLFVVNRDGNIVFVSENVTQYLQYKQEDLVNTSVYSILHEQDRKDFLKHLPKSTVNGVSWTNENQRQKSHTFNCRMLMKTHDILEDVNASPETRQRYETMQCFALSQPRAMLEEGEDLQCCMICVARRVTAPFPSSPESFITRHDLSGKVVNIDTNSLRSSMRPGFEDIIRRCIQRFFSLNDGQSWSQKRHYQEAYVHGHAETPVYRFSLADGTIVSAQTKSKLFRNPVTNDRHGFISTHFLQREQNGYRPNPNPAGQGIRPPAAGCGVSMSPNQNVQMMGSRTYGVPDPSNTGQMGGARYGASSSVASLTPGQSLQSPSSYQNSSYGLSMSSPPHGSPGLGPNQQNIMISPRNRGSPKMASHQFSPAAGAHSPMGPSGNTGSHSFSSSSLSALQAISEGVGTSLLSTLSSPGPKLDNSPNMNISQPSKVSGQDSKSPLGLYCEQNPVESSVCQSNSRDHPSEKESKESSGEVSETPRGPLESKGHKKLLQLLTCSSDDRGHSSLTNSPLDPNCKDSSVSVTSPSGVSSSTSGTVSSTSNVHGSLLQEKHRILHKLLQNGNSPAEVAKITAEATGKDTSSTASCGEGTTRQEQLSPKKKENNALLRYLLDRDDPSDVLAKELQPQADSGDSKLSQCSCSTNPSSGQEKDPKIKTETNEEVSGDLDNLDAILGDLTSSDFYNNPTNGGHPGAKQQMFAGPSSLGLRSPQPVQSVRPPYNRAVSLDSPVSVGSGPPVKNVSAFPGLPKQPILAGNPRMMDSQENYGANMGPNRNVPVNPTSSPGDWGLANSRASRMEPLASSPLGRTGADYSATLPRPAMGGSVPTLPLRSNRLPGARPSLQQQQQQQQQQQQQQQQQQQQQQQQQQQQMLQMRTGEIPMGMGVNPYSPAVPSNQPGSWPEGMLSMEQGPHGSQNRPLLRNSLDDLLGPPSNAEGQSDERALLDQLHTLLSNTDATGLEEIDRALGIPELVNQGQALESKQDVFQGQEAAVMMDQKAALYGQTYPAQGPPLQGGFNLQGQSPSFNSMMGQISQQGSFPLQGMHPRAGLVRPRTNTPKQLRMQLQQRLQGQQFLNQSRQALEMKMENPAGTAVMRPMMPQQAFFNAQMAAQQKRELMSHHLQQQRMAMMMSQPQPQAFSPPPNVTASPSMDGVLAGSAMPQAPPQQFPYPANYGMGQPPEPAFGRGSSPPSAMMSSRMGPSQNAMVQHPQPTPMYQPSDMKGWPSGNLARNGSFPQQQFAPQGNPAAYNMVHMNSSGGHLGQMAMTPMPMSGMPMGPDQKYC
IDE cell inh – inhibits human insulin-degrading enzyme in HEK cells; 320,000 tested, 0.41% active; P14735; FAbetaB cleavage, fluorescence polarization; inhibition, % at 5.59 µM;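 active = percent inhibition above the average of all tested compounds plus 3 SD, set per screening campaign, cut at about 16% in these data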;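 note: IDE supplied by intact live HEK cells; FP after avidin binding of uncleaved biotin substrate so inhibition keeps polarization high; 0% = DMSO wells and 100% = 60 µM reference IDE inhibitor Ii1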
* marks the source's active call; other numbers are inactive results. Compounds were not picked by outcome; overall some 3.2% were active at least once.

Cc1ccc(NC(=O)/C=C\C(=O)NCC(=O)O)cc1 was read as HCV NS3 hel inh 0, IMP-1 inh -1.6, VIM-2 inhibitor -2.8, UBC9 SUMO inh 5, CRFR2-BP antag 0, GalR3 antagonist 4, IDE cell activ 1, p-CIP stab down -8 and IDE cell inh -3.
`CCOCc1c(C(=O)OCC(=O)Nc2ccc(C)c(S(=O)(=O)N(C)C)c2)oc2ccccc12` gave HCV NS3 hel inh -10, IMP-1 inh -2.7, VIM-2 inhibitor -0.1, UBC9 SUMO inh -1, CRFR2-BP antag 11, GalR3 antagonist -6, IDE cell activ 1, p-CIP stab down 3 and IDE cell inh 0.
`Cc1ccc(NC2CC(=O)N(c3ccc(C)cc3)C2=O)cc1` (stereo not given) gave HCV NS3 hel inh 5, IMP-1 inh -1.4, VIM-2 inhibitor 0.0, UBC9 SUMO inh 3, CRFR2-BP antag -1, GalR3 antagonist 4, IDE cell activ -3, p-CIP stab down 9 and IDE cell inh 5.
CCOCCCNS(=O)(=O)c1ccc2c(c1)OCCO2 was read as HCV NS3 hel inh -3, IMP-1 inh -1.3, VIM-2 inhibitor -1.4, UBC9 SUMO inh 6, CRFR2-BP antag 4, GalR3 antagonist -5, IDE cell activ -3, p-CIP stab down 0 and IDE cell inh 8.
`Cc1cccn2c(=O)nc(SCC(=O)N3CCCCC3)nc12` gave CRFR2-BP antag -11, GalR3 antagonist 0, IDE cell activ 2 and IDE cell inh -6.
O=C1CN(S(=O)(=O)c2ccc(F)cc2)CC(=O)N1CCc1ccccc1 was read as HCV NS3 hel inh 17, IMP-1 inh -3.4, VIM-2 inhibitor -1.1, UBC9 SUMO inh 20 and p-CIP stab down -19.
CCN1C(=O)/C(=C\c2ccncc2)SC1=S was read as HCV NS3 hel inh -3, IMP-1 inh 1.3, VIM-2 inhibitor -0.8, UBC9 SUMO inh -5, CRFR2-BP antag 6, GalR3 antagonist -2, IDE cell activ 1, p-CIP stab down -4 and IDE cell inh -4.
Screening CC(C)(C)C(=O)Nc1c2c(nc3c1CCC3)CCCC2 returned HCV NS3 hel inh 11, IMP-1 inh -0.8, VIM-2 inhibitor -0.7, UBC9 SUMO inh -4, CRFR2-BP antag 16, GalR3 antagonist 3, IDE cell activ 6, p-CIP stab down -15 and IDE cell inh 8.
`O=C(Cn1cnc(S(=O)(=O)N2CCCC2)c1)Nc1ccccc1` gave HCV NS3 hel inh -4, IMP-1 inh -0.7, VIM-2 inhibitor 0.1, UBC9 SUMO inh 9, CRFR2-BP antag 1, GalR3 antagonist -7, IDE cell activ 4, p-CIP stab down -10 and IDE cell inh 0.
Screening O=C1c2ccccc2C(=O)N1CCCCSc1nnc2c(Cl)cc(Cl)cn12 returned HCV NS3 hel inh -3, IMP-1 inh -4.0, VIM-2 inhibitor -1.6, UBC9 SUMO inh 4, CRFR2-BP antag -26, GalR3 antagonist -4, IDE cell activ 4, p-CIP stab down -24 and IDE cell inh 1.
Screening COc1ccccc1C(=O)Nc1ccc(Oc2ncnc3sc(-c4ccccc4)cc23)cc1 returned HCV NS3 hel inh 6, IMP-1 inh -4.5, VIM-2 inhibitor -2.8, UBC9 SUMO inh -19, CRFR2-BP antag -1, GalR3 antagonist -2, IDE cell activ 6, p-CIP stab down -22 and IDE cell inh 2.
For O=C(CC1(O)C(=O)N(Cc2ccc3c(c2)OCO3)c2ccccc21)c1ccccc1 (stereo not given) the results were HCV NS3 hel inh -4, IMP-1 inh -4.6, VIM-2 inhibitor -2.8, UBC9 SUMO inh -2, CRFR2-BP antag 1, GalR3 antagonist -3, IDE cell activ -1, p-CIP stab down 7 and IDE cell inh 3.
Screening Cc1cccc(-c2n[nH]c(=S)n2/N=C/C=C/c2ccco2)c1 returned HCV NS3 hel inh 29, IMP-1 inh -2.0, VIM-2 inhibitor 0.7, CRFR2-BP antag -6, GalR3 antagonist 8, IDE cell activ -5, p-CIP stab down -10 and IDE cell inh -2.
`Cc1ccc(NC(=O)Cn2ncc3ccccc32)c(Cl)c1` gave HCV NS3 hel inh 5, IMP-1 inh -3.2, VIM-2 inhibitor -2.4, UBC9 SUMO inh -5, CRFR2-BP antag 21, GalR3 antagonist -7, IDE cell activ -1, p-CIP stab down -13 and IDE cell inh 4.
`CCn1c2ccccc2c2cc([N+](=O)[O-])ccc21` gave HCV NS3 hel inh 1, IMP-1 inh -2.4, VIM-2 inhibitor -6.8, UBC9 SUMO inh 0, CRFR2-BP antag 10, GalR3 antagonist -4, IDE cell activ 7, p-CIP stab down -8 and IDE cell inh -1.
`CCOc1ccc(-c2nonc2NC(=O)c2ccco2)cc1` gave HCV NS3 hel inh 3, IMP-1 inh -4.7, VIM-2 inhibitor -3.2, UBC9 SUMO inh 4, CRFR2-BP antag 18, GalR3 antagonist 0, IDE cell activ -3, p-CIP stab down -6 and IDE cell inh 6.
`O=C(CN1C(=O)NC2(CCCCC2)C1=O)N1CCN(S(=O)(=O)c2ccc(F)cc2)CC1` gave CRFR2-BP antag 0, GalR3 antagonist -4, IDE cell activ 2 and IDE cell inh -5.
`O=C(O)C1CCCN1C(=O)Oc1ccccc1` (stereo not given) gave HCV NS3 hel inh -3, IMP-1 inh -0.1, VIM-2 inhibitor -2.0, UBC9 SUMO inh 22, CRFR2-BP antag 10, GalR3 antagonist -4, IDE cell activ 4, p-CIP stab down 5 and IDE cell inh 0.
For Nc1ccc2nc(-c3cccs3)[nH]c2c1 the results were HCV NS3 hel inh -13, IMP-1 inh -4.1, VIM-2 inhibitor -3.0, UBC9 SUMO inh inconclusive, CRFR2-BP antag -13, GalR3 antagonist -8, IDE cell activ -2, p-CIP stab down 3 and IDE cell inh -2.
`CCCc1c(C(=O)N/N=C/C(C)=C/c2ccco2)nnn1-c1nonc1N` gave HCV NS3 hel inh 1, IMP-1 inh -2.1, VIM-2 inhibitor -3.4, UBC9 SUMO inh -2, CRFR2-BP antag -45, GalR3 antagonist -7, IDE cell activ -7, p-CIP stab down -5 and IDE cell inh 7.
For CCC(=O)c1cn(CC(=O)O)c2ccccc12 the results were HCV NS3 hel inh -10, IMP-1 inh -2.8, VIM-2 inhibitor -3.5, UBC9 SUMO inh 16, CRFR2-BP antag 2, GalR3 antagonist 1, IDE cell activ 5, p-CIP stab down 2 and IDE cell inh 0.
For COc1cc2nc(N3CCNCC3)nc(N)c2cc1OC the results were HCV NS3 hel inh 16, IMP-1 inh -0.3, VIM-2 inhibitor 0.6, UBC9 SUMO inh 9, CRFR2-BP antag -9, GalR3 antagonist -3, IDE cell activ 1, p-CIP stab down -6 and IDE cell inh 2.
`Cc1ccc(C(=O)Nc2oc(-c3ccccc3)cc2C#N)cc1` gave HCV NS3 hel inh 3, IMP-1 inh -3.4, VIM-2 inhibitor -3.3, UBC9 SUMO inh 24, CRFR2-BP antag -12, GalR3 antagonist -4, IDE cell activ -5, p-CIP stab down -5 and IDE cell inh -8.
CCOC(=O)c1c(-c2cccs2)csc1NC(=O)CC(C)C was read as HCV NS3 hel inh 7, IMP-1 inh -6.9, VIM-2 inhibitor -0.5, UBC9 SUMO inh 1, CRFR2-BP antag 8, GalR3 antagonist -1, IDE cell activ 5, p-CIP stab down -6 and IDE cell inh 0.
Screening Cc1cc(NC(=O)CSC2=NS(=O)(=O)c3cc(Cl)ccc3N2)no1 returned CRFR2-BP antag 3, GalR3 antagonist 1, IDE cell activ 3 and IDE cell inh 1.
`Cc1cccn2cc(CCNC(=O)c3cccs3)nc12` gave HCV NS3 hel inh 17, IMP-1 inh -1.1, VIM-2 inhibitor 0.9, UBC9 SUMO inh 2, CRFR2-BP antag 17, GalR3 antagonist -4, IDE cell activ 5, p-CIP stab down 18 and IDE cell inh 2.
Screening O=C(NC(=S)N1CCN(C/C=C/c2ccccc2)CC1)c1cccnc1 returned HCV NS3 hel inh -15, IMP-1 inh -0.6, VIM-2 inhibitor -3.0, UBC9 SUMO inh 10, CRFR2-BP antag 7, GalR3 antagonist -6, IDE cell activ 4, p-CIP stab down 4 and IDE cell inh 9.
For O=c1n(S(=O)(=O)c2cccc3cccnc23)c2ccccc2n1S(=O)(=O)c1cccc2cccnc12 the results were HCV NS3 hel inh 3, IMP-1 inh -1.8, VIM-2 inhibitor 0.3, UBC9 SUMO inh 2, CRFR2-BP antag -16, IDE cell activ -9, p-CIP stab down -8 and IDE cell inh 4.
`COc1ccc(C2NCCc3cc(OC)c(OC)cc32)cc1OC` (stereo not given) gave HCV NS3 hel inh -2, IMP-1 inh -2.7, VIM-2 inhibitor -0.4, UBC9 SUMO inh 23, CRFR2-BP antag 15, GalR3 antagonist -7, IDE cell activ 4, p-CIP stab down -12 and IDE cell inh -1.
O=C(CN(C(=O)c1ccccc1)N1C(=O)CCC1=O)c1cccs1 was read as HCV NS3 hel inh 1, IMP-1 inh -5.4, VIM-2 inhibitor -2.5, UBC9 SUMO inh 9, CRFR2-BP antag -13, GalR3 antagonist -3, IDE cell activ -1, p-CIP stab down -1 and IDE cell inh 4.
Screening COc1ccccc1Cc1noc(-c2cc(Cl)ccc2OC)n1 returned HCV NS3 hel inh -6, IMP-1 inh -1.5, VIM-2 inhibitor 2.2, UBC9 SUMO inh 9, CRFR2-BP antag 22, GalR3 antagonist -7, IDE cell activ 4, p-CIP stab down 3 and IDE cell inh -1.
`COc1cc(SC)ccc1C(=O)OC(C)C(=O)NC1CCCC1` (stereo not given) gave HCV NS3 hel inh 9, IMP-1 inh -2.6, VIM-2 inhibitor -0.7, UBC9 SUMO inh -2, CRFR2-BP antag 10, GalR3 antagonist -3, IDE cell activ 3 and p-CIP stab down 2.
Screening CCOC(=O)c1cccc(NC(=O)CN2CCN(c3ccc(OC)cc3)CC2)c1 returned HCV NS3 hel inh -7, IMP-1 inh -0.6, VIM-2 inhibitor -0.6, UBC9 SUMO inh 19, CRFR2-BP antag -1, GalR3 antagonist 1, IDE cell activ 2, p-CIP stab down -5 and IDE cell inh 5.
For Cc1cc(N2C(=O)C(=O)/C(=C(/O)c3ccc(F)cc3)C2c2ccc(F)cc2)no1 (stereo not given) the results were HCV NS3 hel inh 11, IMP-1 inh -3.4, VIM-2 inhibitor -2.0, UBC9 SUMO inh 6, CRFR2-BP antag 15, GalR3 antagonist -3, IDE cell activ 4, p-CIP stab down 4 and IDE cell inh 9.

Copied from above, two compounds:
Screening CC(C)(C)C(=O)Nc1c2c(nc3c1CCC3)CCCC2 returned HCV NS3 hel inh 11, IMP-1 inh -0.8, VIM-2 inhibitor -0.7, UBC9 SUMO inh -4, CRFR2-BP antag 16, GalR3 antagonist 3, IDE cell activ 6, p-CIP stab down -15 and IDE cell inh 8.
`O=C(Cn1cnc(S(=O)(=O)N2CCCC2)c1)Nc1ccccc1` gave HCV NS3 hel inh -4, IMP-1 inh -0.7, VIM-2 inhibitor 0.1, UBC9 SUMO inh 9, CRFR2-BP antag 1, GalR3 antagonist -7, IDE cell activ 4, p-CIP stab down -10 and IDE cell inh 0.
